Myeloid diff MLP – myeloid differentiation induction; AID 624256; ER-HoxA9 myeloid progenitors, lysozyme-GFP differentiation, flow cytometry; hit rate 1% among 360,000; calls only at 10 µM;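 active = normalized GFP-positive differentiation at or above the plate's own cutoff, the solvent-only control mean plus 3 SD; inconclusive = no clear call, values can overlap the other calls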;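 note: cells exposed to compound for four days before flow analysis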
MT stabilize HCS – microtubule stabilization, imaging screen. HeLa tubulin immunostaining HCS, 24 h; share of cells brighter than vehicle mean+2SD. % tubulin-high responders, % at 10 µM. hit rate 0.83% among 200,000;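 active = plate Z-score above 3 for both tubulin-high and condensed-nucleus cell shares, with cell loss under 80%, at 10 µM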;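 note: anti alpha tubulin signal scored within the nucleus-defined area of each cell; some results filed as inactive read as strong as hits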
bCat nuc transl – alters nuclear translocation of beta-catenin in HeLa cells; immunofluorescence imaging; nuclear translocation activity, % at 5 µM; hit rate 0.3% among 190,000; AID 1665;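 active = nuclear translocation activity above 50% at 5 µM, with a well cell count of 50 or more; inconclusive = wells under 50 cells across six images, flagged as toxic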;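 note: per-cell ratio of nuclear to cytoplasmic median beta-catenin stain intensity; plate controls were DMSO negative control for no effect and GSK-3 inhibitor IX positive control for full effect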
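test system = HeLa cells, endogenous beta-catenin | dosing = single 5 µM dose plus 0.02–20 µM confirmation series | times = compound treatment 24 h, 37°C, 5% CO2 | technique = beta-catenin immunofluorescence imaging with DAPI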
Hep lipid drop – hepatic lipid droplet formation modulation; AML12 mouse hepatocytes, oleate lipid droplets, BODIPY imaging; hit rate 0.4% among 240,000; inhibition, % at 6.5 µM;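 active = lipid droplet intensity inhibited by at least 50%, with more than 500 cells counted; inconclusive = wells with under 300 cells, treated as cytotoxic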
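Test system: AML12 hepatocytes (mouse); reagent: oleate loading, 100 µM; dosing: one dose, 6.5 µM compound; incubation: overnight exposure; signal: fluorescence imaging, 20x objective, two fields per well; read-out basis: % inhibition of corrected integrated BODIPY droplet signal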
Ins promoter up – MIN6 insulin promoter up-regulation. MIN6 insulin promoter-GFP reporter, high-content imaging; hits give high values. z-score at 5 µM. hit rate 0.3% among 190,000;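 active = z-score above 3 at 5 µM with at least 500 cells counted in the well; inconclusive = wells under 500 cells, flagged as cytotoxic or low count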
West Nile antiviral – inhibition of WNV-induced cytopathic effect – cell-based, CPE readout (AID 1621); West Nile virus-infected cells, CPE inhibition; higher % means a stronger effect; CPE inhibition, % at 10 µM; hits with a dose series show IC50 in µM; hit rate 0.02% among 290,000; in the data active = a potency from the dose series; inconclusive = CPE inhibition mostly from about 3.7% at the one dose, without a potency; inactive = the rest, 99 in 100 with CPE inhibition below about 2.2%; note: strong numbers were not always called active
WT yeast gro inh – growth inhibition of WT yeast, mitochondrial fusion screen. mitochondrial fusion phenotypic screen, WT strain. inhibition, % at 10 µM. hit rate 2.1% among 190,000. AID 1362; in the data active = inhibition above about 58%; tested in S. cerevisiae
T cell modulator – T cell immune modulators affecting CD8 T cell-vesicle binding | 2C CD8+ T cell-vesicle binding, flow cytometry; hits give low values | calls only at 7 µM | hit rate 0.068% among 330,000 | AID 2052;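 active = response, share of CD8 T cells binding vesicles, and their 90th percentile fluorescence all below set limits, cut at about 80% in these data, passing the limit was not always enough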
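Test system: purified 2C TCR transgenic mouse naive CD8+ T cells. Probe or stimulus: QL9-peptide-loaded Drosophila micro-vesicles bearing Ld, ICAM-1 and B7-1. Incubation: binding step 1.5 h, 37 °C, antibody labelling 20 min, ice. Measured by: flow cytometry of vesicle-bound cells.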
Autophagy mod – alters autophagy in cells. AID 463193. hit rate 0.98% among 190,000. calls only at 10 µM (by protocol). MEF GFP-LC3 puncta imaging; test concentration mostly 10 µM;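 active = percentage of spot-positive cells more than 3 SD above its plate mean, without a fluorescence outlier flag or 80% toxicity; inconclusive = no clear call, values can overlap the other calls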;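 note: spot-positive cell cutoff set from DMSO-treated cells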
WT yeast gro inh mutant strain – recorded beside WT yeast gro inh, whose call it bears; inhibition, %; mitochondrial fusion phenotypic screen, mutant strain inhibition
Ins promoter up cell count – recorded beside Ins promoter up, whose call it bears; cell count; measured here: cytotoxicity, nuclei count;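 total cells summed across four imaged fields per well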
Hep lipid drop cells 6.5 µM – also measured in Hep lipid drop; calls as there; cell count; measured here: cell count, cytotoxicity flag;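 cells counted across two imaged fields per well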
bCat nuc transl cell count 5 µM – also measured in bCat nuc transl; calls as there; cell count; measured here: cell count, cytotoxicity flag
T cell modulator vesicle-bound % – recorded beside T cell modulator, whose call it bears; double positive events, %; measured here: CD8+ vesicle-bound cell fraction;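 binding gate set so that unloaded-vesicle control wells show 10% double positive cells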
MT stabilize HCS Hoechst-high % – recorded beside MT stabilize HCS, whose call it bears; % Hoechst-high responders; measured here: nuclear condensation Hoechst responders;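 share of cells brighter than vehicle mean plus two SD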
MT stabilize HCS cytotoxicity % – further read-out of MT stabilize HCS, marked with its call; toxicity, %; measured here: cytotoxicity by cell density;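 0% = mean cell density of plate MIN control wells and 100% = no cells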
Autophagy mod cell loss 18 h – also measured in Autophagy mod; calls as there; toxicity, %; measured here: cell loss, nuclei count;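 cell loss after 18 h compound exposure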
Myeloid diff MLP GFP+ MAC1+ % – second read-out of Myeloid diff MLP, no call of its own (marks repeat the call); GFP+ MAC1+ double positive, %; measured here: differentiation confirmed by MAC1 staining
Active calls of the source: *; i = inactive; ? = inconclusive; · = not tested or not shown; + = active, no number. This is a random part of the collection. About 3.9% of those tested had a hit in this group.

SMILES	Myeloid diff MLP	Myeloid diff MLP GFP+ MAC1+ %	MT stabilize HCS	MT stabilize HCS Hoechst-high %	MT stabilize HCS cytotoxicity %	bCat nuc transl	bCat nuc transl cell count 5 µM	Hep lipid drop	Hep lipid drop cells 6.5 µM	Ins promoter up	Ins promoter up cell count	West Nile antiviral	WT yeast gro inh	WT yeast gro inh mutant strain	T cell modulator	T cell modulator vesicle-bound %	Autophagy mod	Autophagy mod cell loss 18 h
CC1=Nc2cc(C(=O)NCc3ccco3)ccc2Sc2ccc(C)cc21	?	·	3.7	71	33	73*	269*	?	·	-0.42	712	-1.0%	22	-6	i	34	i	34
COc1ccc(NC(=S)N(CCC(C)C)C2CCN(C(C)C)CC2)cc1Cl	i	0.6	·	·	·	·	·	13	808	·	·	-1.0%	·	·	i	30	·	·
Cc1ccccc1CC1(CO)CCCN(C(=O)CCCN2CCCCC2=O)C1 (stereo unspecified)	i	0.5	7.0	1.4	4.7	-0.4	1067	5	644	0.11	1343	-0.2%	6	9	i	62	i	-40
Nc1ccc2c(c1Cl)C(=O)c1ccc(N)c(Cl)c1C2=O	i	0.2	·	·	·	0.5	1001	2	816	-0.08	1542	2.2%	·	·	·	·	·	·
O=C(NC(Cc1ccccc1)C(=O)O)c1ccc(S(=O)(=O)N2CCCC2)cc1 (stereo unspecified)	i	9.3	2.7	1.4	3.6	1.0	1015	-39	681	-0.35	1154	0.6%	-5	4	i	48	i	0
COc1cc2c(cc1NC(=O)c1cc(-c3ccccn3)nc3ccccc13)oc1ccccc12	i	0.2	5.9	3.7	4.7	-0.5	538	-5	623	-0.19	1277	0.3%	19	-7	i	60	i	8
COc1cccc(CC2(CO)CCCN(Cc3ccc(CN4CCCCC4)s3)C2)c1 (stereo unspecified)	i	0.0	5.0	2.0	1.6	0.7	932	-3	593	-0.4	1474	-0.9%	3	2	i	59	i	20
N/C(=N\OC(=O)c1ccc2ccccc2c1)c1ccncc1	i	0.1	2.9	1.1	0.3	2.3	980	8	722	-0.02	1508	-1.6%	15	-3	i	58	i	9
CCOc1ccccc1N(C)C(=O)CCS(=O)(=O)c1ccc2c(c1)NC(=O)CO2	i	0.0	·	·	·	·	·	-2	834	·	·	0.5%	·	·	i	34	·	·
Cn1cccc1/C=N/N1CCN(Cc2cccc3ccccc23)CC1	i	0.6	·	·	·	0.3	1413	-11	712	-0.09	1105	-0.3%	·	·	i	1	·	·
Oc1c(Cl)cc(Cl)cc1C=Nc1ccccc1N1CCCC1	·	·	3.4	2.9	8.8	-1.1	944	6	624	·	·	0.0%	34	-3	i	2	i	11
COc1ccc(N(C)C(=O)c2oc(=O)c3ccccc3c2-c2ccccc2)c(OC)c1	i	1.4	·	·	·	0.1	1319	-12	729	-0.06	1082	-0.1%	·	·	i	18	·	·
CCC(=O)NC(=S)Nc1cccc(NC(=O)c2ccc(Cl)cc2Cl)c1	i	1.8	1.9	2.5	8.4	-1.0	1437	·	·	0.32	1339	0.4%	-10	-8	i	32	i	-18
Cc1cccc(N(C)S(=O)(=O)c2nnc(NC(=O)c3ccco3)s2)c1	i	2.9	·	·	·	·	·	-7	737	·	·	-0.1%	·	·	i	10	·	·
Cc1ccccc1NC(=S)N(CCN1CCOCC1)Cc1ccccc1F	·	·	3.2	4.1	11	-1.3	1018	3	705	-0.2	1253	-0.9%	6	-11	i	19	i	-2
COc1ccc(C(=O)NC(=S)NNC(=O)c2cnccn2)cc1	?	·	4.9	2.2	4.2	1.0	1043	0	613	-0.21	1259	0.3%	-4	1	i	46	i	28
Cc1ccc(C2N(c3ccccc3)C(=S)N3CCCN23)cc1 (stereo unspecified)	i	0.5	1.6	1.3	5.4	-4.5	1209	12	751	-0.91	952	-0.1%	-8	16	i	55	i	-5
COC(=O)c1ccc(/C=N/NC(=O)C(=O)N2CCCCCC2)cc1	?	·	·	·	·	·	·	5	731	·	·	0.3%	·	·	i	40	·	·
c1ccn2c(c1)nc1c2nc2ccccn21	i	1.1	1.8	3.0	13	-0.9	1114	·	·	·	·	-0.2%	-1	-3	i	12	i	-14
N#Cc1c(-c2cccc(Cl)c2)[nH]c(=S)[nH]c1=O	i	0.2	·	·	·	0.2	1357	24	701	1	1013	-0.5%	·	·	i	30	·	·
O=C(Nc1ccc(N2CCN(C(=O)c3cccs3)CC2)c(Cl)c1)c1cccnc1	i	0.0	2.4	1.3	1.6	0.5	1001	7	650	-1	1579	-1.5%	18	-8	i	30	i	-4
N#CC(=C=[N-])c1nc2ccccc2nc1-[n+]1cccc(NC(=O)c2ccc(F)cc2)c1	·	·	·	·	·	-0.1	1234	4	657	0.14	1338	0.1%	·	·	i	21	·	·
COc1ccccc1N1CCN(Cc2cn[nH]c2-c2ccc(F)cc2)CC1	i	0.6	·	·	·	0.2	1307	12	691	-0.57	1477	-0.9%	·	·	i	32	·	·
COCCNC(=O)CSc1nnc(NC(=O)C2CC(=O)N(c3ccccc3OC)C2)s1 (stereo unspecified)	i	1.6	·	·	·	·	·	2	847	·	·	0.3%	·	·	i	14	·	·
COc1cc(C(C#N)N2CCOCC2)ccc1O (stereo unspecified)	i	3.8	1.6	1.8	11	0.7	1189	·	·	1.3	1165	1.0%	4	-3	i	47	i	3
CN(C)c1ccc(N/C=C/C(=O)c2ccc(F)cc2)cc1	i	2.7	2.5	2.8	8.6	0.0	1014	24	627	-5	617	0.5%	12	28	i	51	i	-2
O=C(NCCNC(=O)c1ccco1)c1ccco1	?	·	·	·	·	·	·	1	698	·	·	0.2%	·	·	i	7	·	·
Cc1cc(C)c(C)c(S(=O)(=O)N2CCN(c3ccccn3)CC2)c1C	i	0.7	·	·	·	·	·	-3	719	·	·	0.3%	·	·	i	30	·	·
COc1ccccc1Nc1ncccc1[N+](=O)[O-]	i	0.7	·	·	·	·	·	0	828	·	·	-0.3%	·	·	i	50	·	·
CCOc1ccc(C(=O)Nc2cccc3ncccc23)cc1Cl	i	1.1	·	·	·	·	·	1	820	·	·	-0.5%	·	·	i	51	·	·
CC(C(=O)Nc1ccc2c(c1)OCCO2)N(c1ccccc1)S(C)(=O)=O (stereo unspecified)	i	0.2	·	·	·	-0.2	1242	-8	687	0.23	1096	-0.1%	·	·	i	28	·	·
O=C(COc1ccc([N+](=O)[O-])cc1)NNC(=O)c1cccnc1	i	2.2	·	·	·	·	·	-6	793	·	·	-0.1%	·	·	i	41	·	·
O=C1NC(c2ccccc2)=C(c2ccc3ccccc3n2)C(c2ccncc2)N1 (stereo unspecified)	i	1.2	2.2	2.2	5.3	1.7	1460	·	·	-0.96	1423	-0.2%	15	-2	i	34	i	2
CCOC(=O)N1CCC(N2Cc3cccc(C(=O)N4CCN(c5cccc(C)c5C)CC4)c3C2=O)CC1	i	0.2	2.5	4.4	9.2	-2.7	1171	-6	706	·	·	-0.5%	-16	2	i	34	i	0
Cc1cc(-c2ccccc2)nc(SCC(=O)N2CCCC2)n1	i	0.2	3.5	1.8	9.9	0.0	1159	-2	728	0.25	1349	-0.1%	-6	-3	i	62	i	6
O=C(C[n+]1cccc(CNC(=O)c2ccc(OC(F)F)cc2)c1)Nc1cccc(C(F)(F)F)c1	i	0.9	5.4	2.1	9.4	1.2	940	2	631	·	·	0.1%	-5	-9	i	21	i	-2
Cc1csc2sc(-c3ccnc(SCC(=O)NCc4ccccc4)n3)c(C)c12	·	·	·	·	·	1.2	1269	-44	472	-0.48	681	0.8%	·	·	i	15	·	·
COc1cc(C2SCC(=O)N2CCCN(C)C)cc(OC)c1OC (stereo unspecified)	i	1.2	1.8	2.5	26	-1.3	1151	15	821	0.82	804	0.2%	-7	-8	i	56	i	-1
O=C(C1=C[C@H](c2ccc(C(F)(F)F)cc2)C[C@H](OCc2ccc(CO)cc2)O1)N1CCCCCCC1	i	2.0	2.8	1.0	7.1	-3.2	1145	-6	698	-1.4	1352	·	54	-2	i	19	i	3
Cc1cc(N2CCN(c3ccccn3)CC2)n2cc(-c3ccccc3)nc2n1	i	0.9	2.3	1.4	8.7	-4.0	1054	29	677	0.45	1859	-0.1%	-4	3	i	24	i	5
Cc1cccc(N2CCN(C(=O)C3CCN(S(=O)(=O)N4CCOCC4)CC3)CC2C)c1 (stereo unspecified)	+	2.0*	2.3	2.9	6.9	-2.0	1142	-14	721	0.84	1145	0.7%	-12	1	i	49	i	1
Cc1ccc(C(=O)NCC(=O)OCC(=O)c2ccc3c(c2)OCCO3)cc1C	i	0.8	3.3	1.6	8.1	·	·	12	801	·	·	0.1%	3	3	i	31	i	-9
NC(=O)c1ccc(NC(=O)c2cccc3c2OCCCO3)cc1	i	0.2	·	·	·	-0.9	1138	-6	752	-0.29	1475	0.4%	·	·	i	44	·	·
COc1ccc2nc(NC(=O)CCc3ccc(OC)c(OC)c3)sc2c1	i	0.9	2.3	2.1	9.7	-1.0	1064	2	685	0.33	1105	-0.8%	13	7	i	15	i	-1

Bioassay records deposited in PubChem BioAssay by several laboratories.
